High-throughput results deposited in PubChem by National Center for Advancing Translational Sciences (NCATS).
RGS4 inhibitor – Inhibitors of Regulator of G Protein Signaling (RGS) 4: qHTS; Regulator of G-protein signaling 4 (Homo sapiens), P49798; Transcreener GDP fluorescence polarization, RGS4-accelerated GTP hydrolysis; Potency, µM (series often up to 114 µM), for inactives: at the top dose activity change, negative = inhibition, hits mostly inhibitors; hit rate 0.039% among 390,000; further: potency means the concentration at half of the fitted maximal effect; on the % scale 0 is the no-effect control and ±100 the full control effect; nearly all actives have a fitted effect of over 75% in size; some results filed as inactive show a strong effect at the top dose
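MLSMR compounds (23 nl, pin-transferred) preincubated 10 min at room temperature with a 500nM (2x) first reagent, then RGS4 at 900nM (2x) plus Transcreener GDP mix added; fluorescence polarization (620/688 nm) read before and after 90 min at 30 °C.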
USP1-UAF1 inh – Inhibitors of USP1/UAF1: Primary Screen. Potency, µM (titrated, usually from 57.1 µM), for the others: top-dose activity change, negative = inhibition, usual class: inhibitors. hit rate 0.23% among 390,000. recombinant USP1/UAF1, Ub-Rhodamine cleavage fluorescence. Ubiquitin carboxyl-terminal hydrolase 1 (Homo sapiens), O94782; further: potency means the concentration at half of the fitted maximal effect; on the % scale 0 is the no-effect control and ±100 the full control effect; nearly all actives have a fitted effect of over 60% in size; inactives centre near -12
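USP1/UAF1 complex (1 nM) preincubated 15 min at room temperature with compound, then Ub-Rho substrate (150 nM final) added. Kinetic fluorescence at 480/540 nm over 6 reads at 60 s intervals; 50 mM HEPES pH 7.8, 0.5 mM EDTA, 0.1 mg/ml BSA, 1 mM TCEP, 0.01% Tween-20.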
Glioma ERSR ind – qHTS for Inducers of the Endoplasmic Reticulum Stress Response (ERSR) in Human Glioma: qHTS | Potency, µM, without a hit: top-dose activation, actives largely listed as activators | U87-MG GRP78 promoter luciferase reporter, 16 h | hit rate 0.02% among 420,000; further: potency means the concentration at half of the fitted maximal effect; series mostly up to about 76 µM; % of control where 0% means no effect; nearly all actives have a fitted effect of over 35% in size
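Stably transfected U87-MG human glioma cells carrying a GRP78-based luminescent sensor were seeded at 1000 cells/well, pin-dosed with compounds and incubated 16 h. Luciferase reagent was then added, and end-point luminescence was read after 10 min at room temperature.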
Vif-A3F inh – qHTS for Inhibitors of Vif-A3F Interactions: qHTS | HeLa A3F-eYFP + Vif (tagged APOBEC3F with the HIV-1 protein that degrades it), YFP fluorescence increase | Potency, µM (series often up to 46.1 µM), without a hit: at the top dose activity, negative = active | hit rate 0.2% among 390,000 | AID 602313, 2012; further: potency means the concentration at half of the fitted maximal effect; % of control where 0% means no effect; nearly all actives have a fitted effect of over 65% in size
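HeLa cells stably expressing A3F-eYFP plus Vif, plated and incubated overnight at 37 deg C, then exposed to compounds overnight at 37 deg C. Blocked degradation read as raised yellow fluorescence (Ex 488/Em 500-530).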
Vif-APOBEC3G blk – qHTS for Inhibitors of Vif-A3G Interactions: qHTS | HeLa A3G-eYFP + Vif (tagged APOBEC3G with the HIV-1 protein that degrades it), YFP fluorescence, overnight | Potency, µM (series often up to 46.1 µM), for the others: at the top dose activity, negative = active, actives largely listed as inhibitors | hit rate 0.076% among 410,000 | AID 602310, 2012;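 further: potency means the concentration at half of the fitted maximal effect; on the % scale 0 is the no-effect control and ±100 the full control effect; nearly all actives have a fitted effect of over 60% in size; hits raise eYFP signal because A3G escapes Vif-driven loss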
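HeLa cells stably expressing Vif and C-terminally eYFP-tagged A3G, seeded overnight at 37 deg C, then exposed to compound by pintool overnight at 37 deg C. Rise in yellow fluorescence (Ex 488/Em 500-530, Acumen) marks blocked Vif-driven A3G degradation.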
mIDH1 inhibitor – qHTS for Inhibitors of mutant isocitrate dehydrogenase 1 (IDH1): qHTS. Potency, µM (top dose mostly 76.6 µM), for the others: at the top dose activity change, negative = inhibition, actives largely listed as inhibitors. hit rate 0.093% among 390,000. IDH1-R132H enzyme, NADPH consumption, diaphorase/resazurin fluorescence. Isocitrate dehydrogenase [NADP] cytoplasmic (Homo sapiens), O75874; further: potency means the concentration at half of the fitted maximal effect; on the % scale 0 is the no-effect control and ±100 the full control effect; nearly all actives have a fitted effect of over 65% in size
Target sequence (O75874 whole entry R132H, stated change not applied): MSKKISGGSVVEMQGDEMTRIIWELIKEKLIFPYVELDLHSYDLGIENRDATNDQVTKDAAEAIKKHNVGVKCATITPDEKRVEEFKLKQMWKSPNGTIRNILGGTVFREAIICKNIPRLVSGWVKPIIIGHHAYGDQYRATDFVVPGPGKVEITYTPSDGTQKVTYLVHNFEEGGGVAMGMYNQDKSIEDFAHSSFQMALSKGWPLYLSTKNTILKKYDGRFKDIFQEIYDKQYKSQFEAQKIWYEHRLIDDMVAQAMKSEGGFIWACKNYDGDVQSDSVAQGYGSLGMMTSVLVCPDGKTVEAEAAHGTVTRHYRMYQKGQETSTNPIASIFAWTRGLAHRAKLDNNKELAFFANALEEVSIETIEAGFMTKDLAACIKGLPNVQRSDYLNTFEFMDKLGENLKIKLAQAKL
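IDH1-R132H (0.5 ug/mL dispensed) in pH 7.5 Tris buffer was preincubated 30 min with compound, then given a substrate mix of 0.016 mM NADPH and 2 mM alpha-KG for 80 min at room temperature; remaining NADPH was read by diaphorase/resazurin fluorescence.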
LDHA inh – qHTS assay for inhibitors of human lactate dehydrogenase. L-lactate dehydrogenase A chain (Homo sapiens), P00338. hit rate 0.15% among 480,000. purified LDHA, NADH/diaphorase-resazurin fluorescence; stronger effect = lower value. activity change, % (values are at about 110 or 230 µM); in the data active means activity change below about -30%; inconclusive means mostly about -25% to -30%;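 further: plate controls were DMSO wells for no effect and wells without enzyme for full effect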
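Remaining NADH was detected by diaphorase (0.133 mg/mL) converting 37 µM resazurin to fluorescent resorufin, read at 0 and 20 minutes. The preceding 5-minute room-temperature reaction used 2 nM LDHA, 0.2 mM sodium pyruvate and 0.06 mM NADH at pH 7.4.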
rTrxR1 inhibitor – qHTS Assay for Inhibitors of Mammalian Selenoprotein Thioredoxin Reductase 1 (TrxR1): qHTS; Thioredoxin reductase 1, cytoplasmic (Rattus norvegicus), O89049; hit rate 1% among 390,000; AID 588453, 2011; Potency, µM (doses to about 114 µM), inactives show at the top dose activity change, negative = inhibition, hits mostly inhibitors; recombinant rTrxR1, NADPH fluorescence consumption, selenite substrate; further: potency means the concentration at half of the fitted maximal effect; on the % scale 0 is the no-effect control and ±100 the full control effect; nearly all actives have a fitted effect of over 65% in size
Target sequence (O89049 whole entry, looked up): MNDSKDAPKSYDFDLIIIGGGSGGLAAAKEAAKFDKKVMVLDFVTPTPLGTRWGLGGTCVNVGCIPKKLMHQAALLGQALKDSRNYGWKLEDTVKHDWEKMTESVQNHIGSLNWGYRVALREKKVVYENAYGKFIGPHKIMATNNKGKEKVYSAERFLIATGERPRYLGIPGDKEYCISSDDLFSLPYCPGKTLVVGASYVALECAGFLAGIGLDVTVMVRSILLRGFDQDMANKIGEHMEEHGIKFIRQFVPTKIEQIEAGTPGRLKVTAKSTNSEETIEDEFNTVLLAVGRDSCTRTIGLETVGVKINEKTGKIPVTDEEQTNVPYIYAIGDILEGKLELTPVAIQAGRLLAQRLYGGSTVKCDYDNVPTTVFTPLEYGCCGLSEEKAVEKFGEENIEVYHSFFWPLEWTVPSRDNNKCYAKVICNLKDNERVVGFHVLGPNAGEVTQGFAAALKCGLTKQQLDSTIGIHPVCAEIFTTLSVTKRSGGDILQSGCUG
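Rat TrxR1 (90 nM in the dispensed reagent) was pre-reduced with 400 uM NADPH for 5 min at room temperature, then incubated with compound for 15 min. After 400 uM selenite was added, NADPH fluorescence (Ex 340/Em 450 nm) was followed for 8 min.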
TrxR1 substrate – qHTS Assay for Substrates of Mammalian Selenoprotein Thioredoxin Reductase 1 (TrxR1): qHTS; Potency, µM (doses to about 114 µM), for the others: at the top dose activity change, negative = substrate turnover; purified TrxR1 substrate turnover, NADPH consumption readout; hit rate 0.01% among 390,000; further: potency means the concentration at half of the fitted maximal effect; on the % scale 0 is the no-effect control and ±100 the full control effect; nearly all actives have a fitted effect of over 50% in size
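Rat TrxR1, dispensed at 90 nM, was prereduced with 400 uM NADPH (final) for 5 min at ~22 deg C, then incubated with compound 15 min before 400 uM selenite. A first-read NADPH fluorescence drop versus no-compound background flagged substrates.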
* = called active by the depositor; ? = inconclusive; . = not tested or not shown; & = joins results of further samples; [ ] = dose if it differs, or a comment. Unless noted, the call rests on the fitted dose curve; in most records, active means well fitted curve in the direction sought with a large enough effect; inconclusive means small, poorly fitted or top-dose-only effect, or another doubt; inactive means no such curve, though single readings can be large; an effect the other way counts as inactive or inconclusive. Not all compounds are listed, so the mix of outcomes need not match the whole.

SMILES	RGS4 inhibitor	USP1-UAF1 inh	Glioma ERSR ind	Vif-A3F inh	Vif-APOBEC3G blk	mIDH1 inhibitor	LDHA inh	rTrxR1 inhibitor	TrxR1 substrate
COc1ccc(C(CC(=O)O)NC(=O)c2ccccc2[N+](=O)[O-])cc1 (stereo not given)	13%	-5%	-2%	-8%	-4%	-4%	-5	5%	0%
O=C(Nc1scc(-c2ccc(Br)cc2)c1C(=O)O)c1ccccc1F	-11%	-19%	7%	1%	0%	32%[activator]	-5	1%[57.1 µM]	6%[57.1 µM]
CCOc1ncccc1C(=O)OCC(=O)c1cccc(Br)c1	-8%	-19%	-2%	2%	0%	8%	1	32%[57.1 µM]	-13%[57.1 µM]
O=C1CC(N2CCN(C3CC(=O)N(CCc4ccccc4)C3=O)CC2)C(=O)N1CCc1ccccc1 (stereo not given)	-2%	?	-5%	-1%	-1%	1%	-4	10%	-1%
Cc1cccc(Cc2c(C)nc3c(C(=O)NCc4ccco4)cnn3c2C)c1	-47%	-11%	4%	-18%	-5%	-4%	8	-23%	68%[activator]
Cc1cc(-c2ccccc2)[nH]c(=O)c1S(=O)(=O)c1ccccc1	33%	-7%	-2%	-17%	1%	15%	-4	?	19%
Cc1cc(C)c2c(C)[nH]nc2n1	17%	3%	-5%	-6%	1%	-1%	-7	0%[57.1 µM]	8%[57.1 µM]
CCOc1ccc(NC(=O)CN(C)c2ccc(S(=O)(=O)N(C(C)C)C(C)C)cn2)cc1OCC	-32%	-30%	-2%	2%	?	4%	-1	-4%[57.1 µM]	2%[57.1 µM]
Cn1c(Cn2c(=O)sc3ccccc32)nnc1SCC(=O)N1CCN(c2ccccc2)CC1	-19%	-23%	0%	-2%	2%	-8%	-3	15%	0%
CCN(CC)CCn1c2ccccc2c2n[nH]c(=S)nc21	?	-14%	-1%	2%	-8%	-11%	-1	-24%	1%
CCOC(=O)c1c(-c2ccccc2)csc1NC(=O)c1nn(CC)cc1Br	-12%	-23%	-2%	2%	2%	-3%	2	34%	46%[activator]
Cc1csc(=O)n1CC(=O)OCC(=O)Nc1ccc(F)c(F)c1	-18%	3%	0%	-5%	3%	-9%	0	16%[57.1 µM]	-3%[57.1 µM]
COc1ccc(C2/C=C\CN3CCC[C@H]3C(=O)N2Cc2ccc(F)cc2)cc1 (stereo not given in full)	-19%	?	3%	-2%	-1%	-8%	3	-20%	3%
NC(=O)c1ccc(N2CCN(c3ncc(C(F)(F)F)cc3Cl)CC2)cc1	-1%[11.4 µM]	-20%	2%	1%	1%	-5%	-3	26%	4%
Cc1ccc(S(=O)(=O)N(C)CC(=O)O/N=C(\N)c2ccccn2)cc1	2%	-10%	-1%	1%	0%	0%	-1	-6%	0%
Cc1cc(NC(=O)CCN2C(=O)C3C4CCC(C4)C3C2=O)cc(C)c1Br (stereo not given)	4%	-1%	3%	-2%	2%	6%	-3	-3%	-14%
CCCn1c2ccccc2c2cnn(CC(=O)NCCc3ccc(S(N)(=O)=O)cc3)c(=O)c21	-21%	9%	-3%	-5%	1%	-6%	-9	10%	7%
COc1cc2c(cc1OC)CN(C(C)C(=O)N1CCc3ccccc31)CC2 (stereo not given)	-4%	-13%	-7%	-1%	?	2%	0	-3%	-4%
COC(=O)c1cccc(-n2c(C)cc(C=O)c2C)c1C	8%	-15%	14%	0%	0%	5%	1	-17%	-14%
Cc1ccc(Sc2nc3ccc(C)cn3c(=O)c2/C=N/O)cc1	2%	-14%	-3%	3%	-4%	0%	-6	24%[57.1 µM]	13%[57.1 µM]
CC(C)Cc1csc(NC(=O)c2ccc(Br)cc2)c1C(=O)O	-7%	-16%	-2%	-3%	0%	-13%	-5	23%	3%
O=C1CC2(CCCCC2)Oc2ccc(OCC(=O)N3CCOCC3)cc21	29%	-3%	-2%	-2%	-14%	5%	-11	22%	161%[activator]
CCOC(=O)Cc1csc(NC(=O)CSc2nnc(-c3ccncc3)o2)n1	19%	-11%	-6%	1%	1%	3%	-5	28%[57.1 µM]	14%[57.1 µM]
Cc1ccc(S(=O)(=O)N2CCC(c3ccncc3)CC2)c(C)c1	-5%	-10%	-5%	-6%	2%	-9%	3	8%[57.1 µM]	1%[57.1 µM]
CCN(CC)C(=O)c1[nH]cnc1C(=O)N[C@@H](C)c1ccccc1	-22%	-23%	-1%	7%	-2%	5%	0	-9%	-1%
Cn1c(-c2ccc3c(c2)OCO3)cnc1NC(=O)CCC(=O)NCCc1ccccc1	1%	-25%	2%	-7%	3%	8%	-3	20%	12%
Cc1nn(-c2ccccc2)c(Cl)c1/C=N/NC(=O)c1ccn[nH]1	-13%	-16%	-10%	6%	-5%	-3%	-1	18%	5%
COc1ccc(OC)c(NC(=O)c2ccc(CSc3ncccn3)cc2)c1	14%	?	-4%	4%	0%	1%	-5	10%[57.1 µM]	5%[57.1 µM]
CC1CC(NC(=O)CCn2c(=O)oc3ccccc32)CC(C)(C)C1 (stereo not given)	-20%	-21%	?	-3%	-4%	-1%	0	16%[57.1 µM]	4%[57.1 µM]
CC(C)(C)S(=O)(=O)c1ccsc1C(=O)O	3%	-6%	-1%	-2%	3%	0%	-5	18%	11%
COc1ccccc1Nc1nnc(SCC(=O)N2CC(=O)Nc3ccccc32)s1	-7%	-6%	-3%	6%	-4%	6%	-8	-11%	-11%
CCOc1ccc(NC(=O)CSc2nnc3c(n2)[nH]c2ccc(S(=O)(=O)N4CCCCC4)cc23)cc1	6%	.	.	.	.	.	4	1%	-1%
COc1cc(CC(=O)NCCc2ccc(S(N)(=O)=O)cc2)cc(OC)c1OC	-8%[11.4 µM]	-14%	-3%	-6%	0%	-2%	-4	1%[57.1 µM]	-7%
Cc1nn(C)c(C)c1S(=O)(=O)NC1CCCc2ccccc21 (stereo not given)	-31%	-8%	-5%	2%	-4%	8%	6	43%[activator][57.1 µM]	39%[activator][57.1 µM]
CCC(c1nnc(SCC(=O)Nc2cccnc2Cl)n1-c1ccccc1)N(C)C (stereo not given)	9%	-11%	-2%	1%	-1%	1%	-14	10%[57.1 µM]	7%[57.1 µM]
O=C(Nc1nccs1)c1ccc(COc2ccccc2)o1	7%	1%	4%	1%	1%	1%	-5	6%[57.1 µM]	-1%[57.1 µM]
CC(/C=C/c1ccc2c(c1)OCO2)=N\NC(=O)c1ccccc1	-19%	-20%	-4%	-24%	-9%	3%	-2	10%[57.1 µM]	0%[57.1 µM]
CC(C)NS(=O)(=O)c1ccc(OCC(=O)N2CCN(c3cccc(Cl)c3)CC2)cc1	7%	4%	-4%	-5%	1%	14%	-12	7%	-8%
Cc1ccc(-c2noc(CSc3nnc(CCc4ccccc4)n3-c3ccccc3)n2)cc1	-8%	-18%	-2%	-8%	7%	1%	8	9%	7%[57.1 µM]
CCC[C@@H](OS(N)(=O)=O)[C@@H](Cc1ccccc1)C(=O)OCC	?	-27%	-5%	-2%	0%	17%	3	3%	1%
COc1ccc(N2CCN(S(=O)(=O)CCNC(=O)COc3cccc(OC)c3)CC2)cc1	-13%&8%	-25%&-23%	-4%&-3%	-9%&-3%	-6%&4%	16%&-18%	3&-6	30%	8%
CC(/C=C/C1(O)C(C)CC(O)CC1(C)C)OC1OC(CO)C(O)C(O)C1O (stereo not given)	-2%	-12%	-1%	-4%	-1%	2%	1	5%[57.1 µM]	10%[57.1 µM]
COC(CNC(=O)C1CCN(S(=O)(=O)c2cccc3nsnc23)CC1)OC	-35%	-14%	-1%	-1%	0%	5%	1	17%	6%
CN(CC1CCCN(CCc2ccc(Cl)cc2)C1)C(=O)CC(F)(F)F (stereo not given)	1%	-16%	-4%	9%	0%	2%	-3	7%[57.1 µM]	8%[57.1 µM]
COC(=O)NCc1ccc(Cl)c(Cl)c1	-28%	-9%	-4%	-8%	-1%	3%	-5	7%[57.1 µM]	6%[57.1 µM]
CC1C(=O)N(Cc2cn(CCC3OCCCO3)nn2)CCS(=O)(=O)N1Cc1ccc(-c2ccc(F)nc2)cc1 (stereo not given)	.	-24%	0%	-10%	0%	8%	-9	.	.
O=C(COc1ccccc1C(=O)Nc1ccccc1)Nc1ccc(Br)cc1	.	.	-1%	.	-1%	.	-11	-10%	-3%
Fc1ccc(CN2CCN(C(=S)NCCc3ccccc3)CC2)c(Cl)c1	-15%	-23%	-1%	4%	6%	8%	-4	28%[57.1 µM]	14%[57.1 µM]
